High-throughput results from PubChem.
MBD2 DNA inh: blocks human MBD2 binding to methylated DNA; Q9UBB5; TR-FRET, MBD2 binding to methylated oligonucleotide; inhibition, % at 4.4 µM; hit rate 0.31% among 370,000; in the data active means inhibition above about 13%
ABHD4 inh: inhibits mouse alpha/beta hydrolase domain 4; purified mABHD4, FP-Rh probe fluorescence polarization; hit rate 0.54% among 370,000; inhibition, % at 8.92 µM;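 active means inhibition exceeding the mean over every tested compound plus 3 SD, cut at about 30% in these data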;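 further: 0% = plate median of compound wells and 100% = S159A mutant with DMSO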
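Test system: mABHD4 protein | Buffer or medium: HEPES pH 7.0 buffer, 150 mM NaCl, 0.01% Pluronic F-127 | Probe or stimulus: FP-Rh fluorescent activity-based probe, added after compound pre-incubation | Timing: Pre-incubation 45 min, probe exposure 60 min, at 25 °C | Technique: Fluorescence polarization, excitation 525 nm, emission 598 nm, BODIPY TMR filters | Repeats: Single well per compound (singlicate)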
rCAG RNA binder: r(CAG) repeat RNA binding; TO-PRO-1 dye displacement fluorescence; inhibition, % at 3 µM; hit rate 1.3% among 370,000; AID 651821;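 active means inhibition above the plate cutoff, the mean of all test compounds on that plate plus 3 SD, cut at about 35% in these data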;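 further: 0% = DMSO alone and 100% = 100 µM mitoxantrone as full dye displacement; higher means more dye released from RNA so lower well fluorescence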
NPR2 activator: GC-B (human) receptor activation. P20594. HEK293-GC-B cells, CNP EC30, cGMP TR-FRET; 0% at EC30 CNP, 100% saturating CNP. activation, % at 10 µM. hit rate 0.11% among 370,000. AID 1920062;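 active means activation at 10 µM reaching about 35% in either raw or pattern-adjusted values, limit read from the data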
Target sequence (P20594 whole entry, looked up): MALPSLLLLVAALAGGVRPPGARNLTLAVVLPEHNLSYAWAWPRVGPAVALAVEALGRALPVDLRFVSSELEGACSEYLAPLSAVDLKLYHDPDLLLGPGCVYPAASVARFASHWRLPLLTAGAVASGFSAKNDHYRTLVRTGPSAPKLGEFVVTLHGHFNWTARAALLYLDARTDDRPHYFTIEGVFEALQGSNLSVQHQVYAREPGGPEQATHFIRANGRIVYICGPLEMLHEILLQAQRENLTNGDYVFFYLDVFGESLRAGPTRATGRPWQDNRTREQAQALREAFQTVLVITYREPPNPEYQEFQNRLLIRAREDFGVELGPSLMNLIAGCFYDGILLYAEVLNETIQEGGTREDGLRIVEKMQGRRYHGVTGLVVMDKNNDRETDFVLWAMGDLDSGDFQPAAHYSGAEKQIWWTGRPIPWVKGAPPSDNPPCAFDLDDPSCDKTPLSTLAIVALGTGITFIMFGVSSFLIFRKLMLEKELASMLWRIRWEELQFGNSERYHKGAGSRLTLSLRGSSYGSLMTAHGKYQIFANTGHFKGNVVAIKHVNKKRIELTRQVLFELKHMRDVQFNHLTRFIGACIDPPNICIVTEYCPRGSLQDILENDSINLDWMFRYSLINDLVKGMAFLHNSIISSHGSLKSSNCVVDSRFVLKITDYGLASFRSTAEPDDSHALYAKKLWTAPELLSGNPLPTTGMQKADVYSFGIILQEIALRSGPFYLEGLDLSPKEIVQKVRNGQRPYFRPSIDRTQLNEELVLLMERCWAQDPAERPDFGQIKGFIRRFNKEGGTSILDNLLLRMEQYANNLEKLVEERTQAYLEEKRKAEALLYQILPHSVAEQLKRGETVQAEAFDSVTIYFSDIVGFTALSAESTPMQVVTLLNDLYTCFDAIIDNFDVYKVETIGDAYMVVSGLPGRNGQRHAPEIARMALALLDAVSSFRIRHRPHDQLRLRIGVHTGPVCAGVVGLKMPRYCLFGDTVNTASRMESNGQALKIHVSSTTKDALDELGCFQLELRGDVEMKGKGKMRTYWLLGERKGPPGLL
PRMT1 inh: PRMT1 (human) inhibition, primary screen | inhibition, % at 2.79 µM | hit rate 1.3% among 370,000 | Q99873 | recombinant PRMT1, activity-based probe fluorescence polarization;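 active means inhibition above about 21% made by adding two undisclosed values, limit read from the data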
LEDGF integ inh: blocks HIV-1 LEDGF/p75-dependent DNA integration; TR-FRET IN-LEDGF/p75 DNA integration, Eu/Cy5; inhibition, % at 3.7 µM; AID 743269; hit rate 0.64% among 370,000;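 active means inhibition above the screen-wide mean plus 3 SD, cut at about 13% in these data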;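 further: signal is the Cy5 over europium emission ratio at 671 and 618 nm; 0% = plate median of compound wells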
TCR-CD3 inh: inhibitors of human TCR-CD3 interaction | TAMRA-labeled TCR probe fluorescence, biochemical | inhibition, % at 9.4 µM | hit rate 0.37% among 360,000 | AID 651800; in the data active means inhibition above about 19%;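 further: recombinant mutant TCR 2C K166C tagged with TAMRA read by polarization; 0% = receptor in buffer alone and 100% = receptor with positive control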
TDP2 inh: blocks human TDP2 phosphodiesterase activity; inhibition, % at 12.8 µM; O95551; AID 720702; recombinant TDP2, T5PNP hydrolysis, p-nitrophenol absorbance 415 nm; hit rate 0.34% among 370,000;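 active means inhibition above the mean of all tested compounds plus 3 SD, set per campaign, cut at about 25% in these data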;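 further: 0% = DMSO with enzyme and 100% = buffer with substrate but no TDP2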
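Incubation: 2 h at 37 °C; Test system: recombinant human TDP2; Quantity: enzyme 120 nM; Read-out basis: percent inhibition; Medium: 50 mM Tris-HCl pH 7.5 with Mg2+, KCl, DTT, BSA; Repeats: single replicate; Compound: 12.8 µM single point, 1% DMSO; Signal: epi absorbance; Reagent: 5 mM T5PNP chromogenic substrate; Benchmarks: no-enzyme high, DMSO-plus-enzyme low.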
SIAE inh: blocks human sialic acid acetylesterase; SIAE FP-Rh probe binding, fluorescence polarization; hit rate 0.69% among 370,000; AID 1053197; inhibition, % at 9.66 µM; Q9HAT2;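 active means inhibition above a cutoff: mean of compounds within the control limits plus 3 SD of those, cut at about 17% in these data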;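 further: 0% = plate median of compound wells and 100% = probe without SIAE protein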
HTRA1 inh: blocks human HTRA1 serine peptidase; inhibition, % at 5.96 µM; recombinant HTRA1, FP-rhodamine activity-based probe, fluorescence polarization; hit rate 0.5% among 340,000; Q92743; in the data active means inhibition above about 36%;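 further: 0% = enzyme with DMSO and 100% = wells lacking enzyme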
* hit, by the source's call; nt = no result given. The list is partial; count on the stated rates, not on these rows.

SMILES	ABHD4 inh	MBD2 DNA inh	TDP2 inh	rCAG RNA binder	HTRA1 inh	TCR-CD3 inh	NPR2 activator	PRMT1 inh	SIAE inh	LEDGF integ inh
Cc1c(C)c(C)c(S(=O)(=O)n2[nH]c(=O)c(CCO)c2C)c(C)c1C	2	0	6	1	-1	-3	3	-1	2	-4
CCOC1OC2C(CO)OC(n3cnc4c(N)ncnc43)C2O1 (stereo unspecified)	5	-2	-1	2	4	-10	0	5	-5	0
CC1=C(C(=O)N(C)C)CC(CC(=O)NC2CC2)C(=O)N1CCC1=CCCCC1 (stereo unspecified)	-1	4	-3	1	3	5	10	-1	3	4
CC(C)CC(=O)Nc1ccc2c(c1)oc1ccccc12	-8	2	7	-2	-16	-2	-7	-3	2	-1
COC(=O)c1ccc2c(c1)C(C)(C)C(/C=C/c1ccc(O)cc1)=[N+]2C	-228	-11	-6	-46	-163	-115	-4	0	-326	2
CC(=O)N1CN(C2CC(C)(C)NC(C)(C)C2)Cc2c1sc1c2CCCC1	6	-2	11	6	2	-2	-6	-1	3	-1
CC(C)(C)c1ccc(OCC(O)CNC(=O)c2ccccc2C(=O)O)cc1 (stereo unspecified)	-6	-1	-3	-10	-5	-6	-2	-1	-3	-2
CC(CC(=O)N1CCN(c2ccccc2)CC1)c1ccccc1 (stereo unspecified)	1	7	6	-3	0	-5	4	1	-3	0
Cn1cccc1C(=O)NC(=O)COC(=O)c1cc(S(=O)(=O)N2CCCCC2)ccc1Cl	3	-7	9	7	nt	-3	3	-1	4	-3
Cc1ccccc1C(=O)Nc1cccc(NC(=O)c2ccc(F)cc2)c1	-14	-2	-17	2	-19	-1	4	-10	-12	4
O=C(O)C/C(=C\c1cc(Cl)c2c(c1)OCO2)c1nc2ccccc2s1	16	-8	9	47*	14	7	-3	6	10	4
COc1ccc(CNC(=O)C(c2cccs2)N(C(=O)c2csnn2)C2CC2)cc1 (stereo unspecified)	2	1	1	0	-2	6	-2	-2	-6	-3
COc1cc(/C=N/NC(=O)Cc2ccccc2)cc([N+](=O)[O-])c1O	3	-12	7	1	0	-3	-3	0	10	-6
Cc1ccc(S(=O)(=O)N2CCCC2C(=O)N2CCN(c3ccccc3)CC2)cc1 (stereo unspecified)	-1	-1	4	-1	nt	nt	4	-2	-5	0
O=C(NCCc1ccccc1Cl)C1CCC(=O)N(Cc2ccc(Cl)cc2)C1 (stereo unspecified)	-6	-3	-3	-7	0	12	-5	-3	-1	1
CCOC(=O)c1ccc(N=c2sc(C(=O)OC)cc(=O)n2Cc2ccco2)cc1	-2	-2	1	3	4	3	5	-3	-3	5
Cc1cc(C(=O)OCC(=O)Nc2c(F)cccc2F)c(C)n1-c1ccccc1	-10	-4	-3	-8	-20	4	1	-1	-2	1
COCCC(=O)N1CCCC(C(=O)c2ccccc2SC)C1 (stereo unspecified)	-2	0	-7	-4	-6	0	3	-3	0	5
CNc1c(NS(=O)(=O)c2ccc(OC)c(Cl)c2)c(=O)oc2ccccc12	-9	-6	-21	6	-2	-5	-3	-4	-18	-2
Cc1ccc(C(=O)C(C)Sc2nnc(N)s2)cc1 (stereo unspecified)	-6	5	-20	-1	-3	4	1	-3	1	5
CCn1ccnc1CN(C)C(=O)CCc1nnc(CCCc2ccccc2)o1	7	-3	4	-6	-2	8	6	-1	-2	2
O=C(O)c1ccccc1-c1ccccc1C(=O)NCc1ccccc1F	1	-4	8	0	13	4	2	3	10	0
COCCN1C(=O)N[C@@H](c2ccco2)C(C(C)=O)=C1C	0	-7	1	8	4	2	3	-1	2	-1
CCOC(=O)N1CCN(C(=O)CN2C(=O)COc3ccc(C(C)(C)C)cc32)CC1	4	-1	1	-8	1	-1	-6	0	-3	2
O=C(CN1CCN(C(=O)c2ccccc2)CC1)NC(=O)NCCC1=CCCCC1	-1	-2	-7	-3	-1	-4	1	-4	-5	3

Some entries already given, limited to MBD2 DNA inh, ABHD4 inh and SIAE inh:
| Molecule | MBD2 DNA inh | ABHD4 inh | SIAE inh |
| --- | --- | --- | --- |
| O=C(NCCc1ccccc1Cl)C1CCC(=O)N(Cc2ccc(Cl)cc2)C1 (stereo unspecified) | -3 | -6 | -1 |
| Cc1ccc(C(=O)C(C)Sc2nnc(N)s2)cc1 (stereo unspecified) | 5 | -6 | 1 |
| CC(C)(C)c1ccc(OCC(O)CNC(=O)c2ccccc2C(=O)O)cc1 (stereo unspecified) | -1 | -6 | -3 |
| CCOC(=O)N1CCN(C(=O)CN2C(=O)COc3ccc(C(C)(C)C)cc32)CC1 | -1 | 4 | -3 |
| COc1ccc(CNC(=O)C(c2cccs2)N(C(=O)c2csnn2)C2CC2)cc1 (stereo unspecified) | 1 | 2 | -6 |

Full records from above.
Cc1ccc(C(=O)C(C)Sc2nnc(N)s2)cc1 (stereo unspecified) in the list: ABHD4 inh = -6; MBD2 DNA inh = 5; TDP2 inh = -20; rCAG RNA binder = -1; HTRA1 inh = -3; TCR-CD3 inh = 4; NPR2 activator = 1; PRMT1 inh = -3; SIAE inh = 1; LEDGF integ inh = 5
Cc1ccccc1C(=O)Nc1cccc(NC(=O)c2ccc(F)cc2)c1 in the list: ABHD4 inh = -14; MBD2 DNA inh = -2; TDP2 inh = -17; rCAG RNA binder = 2; HTRA1 inh = -19; TCR-CD3 inh = -1; NPR2 activator = 4; PRMT1 inh = -10; SIAE inh = -12; LEDGF integ inh = 4
CCOC(=O)c1ccc(N=c2sc(C(=O)OC)cc(=O)n2Cc2ccco2)cc1 in the list: ABHD4 inh = -2; MBD2 DNA inh = -2; TDP2 inh = 1; rCAG RNA binder = 3; HTRA1 inh = 4; TCR-CD3 inh = 3; NPR2 activator = 5; PRMT1 inh = -3; SIAE inh = -3; LEDGF integ inh = 5

Gathered by group: the compounds so far containing a thiophene ring, fused or not
SMILES	ABHD4 inh	MBD2 DNA inh	TDP2 inh	rCAG RNA binder	HTRA1 inh	TCR-CD3 inh	NPR2 activator	PRMT1 inh	SIAE inh	LEDGF integ inh
CC(=O)N1CN(C2CC(C)(C)NC(C)(C)C2)Cc2c1sc1c2CCCC1	6	-2	11	6	2	-2	-6	-1	3	-1
COc1ccc(CNC(=O)C(c2cccs2)N(C(=O)c2csnn2)C2CC2)cc1 (stereo unspecified)	2	1	1	0	-2	6	-2	-2	-6	-3

(further entries)
SMILES	ABHD4 inh	MBD2 DNA inh	TDP2 inh	rCAG RNA binder	HTRA1 inh	TCR-CD3 inh	NPR2 activator	PRMT1 inh	SIAE inh	LEDGF integ inh
NC(=O)C1(N2CCCCC2)CCN(S(=O)(=O)c2cc(Cl)sc2Cl)CC1	-1	2	-10	-5	nt	9	-8	0	2	1
N#Cc1nc(-c2ccccc2F)oc1NCCc1ccccn1	5	-1	-5	-1	0	3	1	1	4	2
COc1c(-c2ccc(O)c(O)c2)oc2cc(O)cc(O)c2c1=O	21	-2	1	9	37*	16	-11	1	2	16*
Cc1cc(C)n2c(=S)[nH]nc2n1	-6	0	-10	2	6	1	-4	56*	2	-1
CCN(CC)c1ccc(NC(=O)c2ccc3c(c2)c(C)c(C)n3C)cc1	15	-2	-7	6	-4	-6	-7	4	10	-3
CC1(C)CC(=O)C(C(O)c2ccc([N+](=O)[O-])cc2)C(C)(C)N1 (stereo unspecified)	2	-6	-4	6	6	0	3	-1	4	9
O=C(CSc1nc(-c2ccccc2)nc2ccccc12)Nc1cccc(C(=O)O)c1	-13	-4	5	31	nt	-2	0	3	-10	-1
Cc1c(Cl)cnc(NC(=O)CSc2n[nH]c(N)n2)c1Cl	1	2	13	7	0	4	6	6	-4	2
CCc1ccccc1NC(=O)N[C@H](C(=O)O)C(C)CC (stereo partly specified)	-1	0	6	2	1	-3	2	1	10	0
CC1CCCN(C(C(=O)NC2CCCCC2)c2cc3c(cc2[N+](=O)[O-])OCO3)C1 (stereo unspecified)	18	6	-11	-2	0	1	2	14	-8	-2
Cc1ccccc1OCC(=O)Nc1ccc(S(=O)(=O)Nc2onc(C)c2C)cc1	-4	1	-15	31	-3	-2	1	1	-1	4
CCOC(=O)Nc1ccc2c(c1)N(C(=O)CNC)c1ccccc1CC2	-1	3	0	0	2	1	-1	0	-2	-1
Cc1sc(NC(=O)CSc2nc(O)cc(=O)[nH]2)nc1-c1ccccc1	10	3	10	32	-10	-2	-2	3	-9	-3
O=C(CNC(=O)c1ccc(Cl)cc1Cl)OC1CCCCC1=O (stereo unspecified)	-4	0	2	2	9	1	-1	2	2	0
O=C(NCc1ccco1)C1CCN(S(=O)(=O)N2CCC3(CC2)OCCO3)CC1	-3	-3	9	0	-6	2	4	-1	-2	-4
CCn1nccc1C(=O)Nc1nc2ccccc2n1CCN1CCCCC1	5	2	13	-9	-1	-3	-2	0	4	1
CCOC(=O)C1=C(c2ccccc2)NC(=O)NC1c1cc(OC)c(OC)c(OC)c1 (stereo unspecified)	-1	1	-1	1	3	-8	-1	0	-4	0
COC(=O)[C@@]12C[C@@H](CC(=O)NCc3cccs3)C(=O)N(Cc3ccco3)C1=CCC(C)(C)C2	-8	-3	-4	-1	nt	-3	0	-2	0	2
COc1cc(S(=O)(=O)n2nnc3ccccc32)c(OC)cc1Cl	8	3	16	0	0	9	2	-1	4	-1
CC(=O)Nc1ccc(Oc2ncccn2)c(Cl)c1	6	-2	-2	0	5	0	5	0	-1	1
C=CCOc1c(CNc2ccc(C(=O)O)cc2)cccc1OCC	0	2	19	3	3	-1	2	-4	-1	1
CC(=O)N(CC1CCCO1)c1nnc(-c2ccccn2)s1 (stereo unspecified)	2	2	0	-4	-2	-1	-2	0	3	3
COc1ccc(OCC(=O)NC2CCSc3ccccc32)cc1 (stereo unspecified)	-1	1	-7	2	-5	6	-7	-2	5	-7
COc1ccc(N2C(=O)C(Cl)=C(Nc3ccc(OC)cc3OC)C2=O)cc1	-1	-7	16	0	2	1	-1	0	5	-2
CC1CCC(NS(=O)(=O)c2ccc(Cl)nc2)CC1 (stereo unspecified)	2	1	0	-3	-1	-3	-3	1	-4	-2
Cc1cc(C)n(-c2nc(NCC3CCCO3)c3c4c(sc3n2)COC(C)(C)C4)n1 (stereo unspecified)	-3	1	-13	-6	nt	-3	-3	0	0	-1
COC(=O)c1cc(C(=O)c2cccc(Cl)c2Cl)cn1C	-2	-1	3	-5	-7	-6	-3	1	7	-1
COC(=O)c1cc2c(c3c4cc(OC)ccc4n(S(=O)(=O)c4ccc(OC)cc4)c13)C(=O)N(Cc1ccccc1)C2	4	0	1	17	nt	-5	8	7	-5	-3
CC1CCN(C(=O)C2CCN(S(=O)(=O)c3cccc4nsnc34)CC2)CC1	1	4	7	-6	0	5	-3	-1	-4	1
CN(Cc1cn(Cc2ccccc2)nc1-c1ccc2c(c1)OCO2)Cc1nccn1C	0	-3	1	-6	-4	-4	-4	-1	3	-1
